CHO-K1 Ca antag = counter-screen for M1 antagonists: effect in parental CHO-K1 cells; ATP-induced calcium, Fluo-8 fluorescence; inhibition, % at 3 µM; actives 0.6% (n = 360,000); AID 602250;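 active = inhibition above a per-plate cutoff, the plate's mean sample inhibition plus 3 SD, cut at about 24% in these data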;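 also: 0% = DMSO plus EC80 ATP and 100% = DMSO alone without ATP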
CHRM4 PAM = CHRM4 positive allosteric modulation; CHO-K1 hM4/Gqi5, Fluo-8 calcium fluorescence, ACh EC20; 0% = ACh EC20, 100% = maximal ACh; AID 624126; activation, % at 3 µM; actives 0.4% (n = 360,000);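 active = activation above its plate's cutoff, the mean activation of sample wells plus 3 SD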; also: some results filed as inactive read as strong as hits
Target sequence (P08173 whole entry, looked up): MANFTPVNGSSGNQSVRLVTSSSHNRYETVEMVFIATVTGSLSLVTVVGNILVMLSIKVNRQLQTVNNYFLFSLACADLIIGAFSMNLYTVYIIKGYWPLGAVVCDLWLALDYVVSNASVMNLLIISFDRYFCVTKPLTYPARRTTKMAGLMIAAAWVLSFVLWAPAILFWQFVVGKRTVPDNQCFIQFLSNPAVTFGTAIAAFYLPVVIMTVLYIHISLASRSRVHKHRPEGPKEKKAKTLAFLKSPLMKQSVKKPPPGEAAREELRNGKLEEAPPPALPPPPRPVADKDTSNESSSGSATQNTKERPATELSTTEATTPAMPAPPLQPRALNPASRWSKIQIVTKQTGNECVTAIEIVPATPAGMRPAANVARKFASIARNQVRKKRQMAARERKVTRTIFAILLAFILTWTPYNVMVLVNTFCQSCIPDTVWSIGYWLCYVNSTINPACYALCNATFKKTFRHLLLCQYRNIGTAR
M1 PAM parental = nonselective activator or artifact in parental CHO-K1 calcium assay; actives 0.02% (n = 360,000); activation, % at 3 µM; ATP EC20, Fluo-8 calcium fluorescence; 0% at ATP EC20, 100% at ATP max; AID 602247;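 active = activation above the run cutoff, the mean activation of all test compounds plus 3 SD, cut at about 40% in these data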;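 also: peak over basal fluorescence ratio in a 140 s read after ATP addition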
M4 antag = blocks acetylcholine activation of human M4 receptor; P08173; CHO-hM4 cells, ACh EC80, Fluo-8 calcium fluorescence; inhibition, % at 3 µM; AID 624125; actives 0.73% (n = 360,000);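 active = inhibition above its plate's cutoff, the mean inhibition of sample wells plus 3 SD, cut at about 27% in these data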;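 also: 0% = acetylcholine EC80 with DMSO and 100% = DMSO without agonist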
M4 ag = agonists of human muscarinic M4 receptor (CHRM4); activation, % at 3 µM; P08173; CHO-K1 hM4/Gqi5, Fluo-8 calcium fluorescence; vehicle 0%, full acetylcholine response 100%; actives 0.14% (n = 360,000);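 active = activation above the run mean over all test wells plus 3 SD, cut at about 32% in these data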;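 also: peak over basal fluorescence ratio per well then scaled between controls; 0% = DMSO wells and 100% = acetylcholine at EC100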
CHRM5 antagonist = blocks acetylcholine activation of human M5 receptor | P08912 | CHO-hM5 cells, Fluo-8 calcium fluorescence, ACh EC80 | inhibition, % at 3 µM | actives 0.59% (n = 360,000);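 active = inhibition above a per-plate cutoff, the mean of that plate's test compounds plus 3 SD, cut at about 27% in these data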;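 also: 0% = acetylcholine EC80 with DMSO and 100% = DMSO without agonist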
M1 ag parental = counter-screen for M1 agonists: effect in parental CHO-K1 cells | activation, % at 3 µM | Fluo-8 calcium fluorescence; scaled to maximal ATP response, vehicle zero | actives 0.48% (n = 360,000); in the data active = activation above about 15%;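 also: untransfected CHO-K1 host cells lacking M1 receptor as counterscreen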
CHRM5 agonist = agonists of human muscarinic M5 receptor (CHRM5); P08912; CHO-K1 hM5 cells, Fluo-8 calcium fluorescence; 0% DMSO wells, 100% maximal acetylcholine response; activation, % at 3 µM; actives 0.19% (n = 360,000); AID 624037;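 active = activation above the run's mean over test compounds plus 3 SD, cut at about 23% in these data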;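 also: signal is peak over basal fluorescence ratio across the kinetic read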
M5 PAM = CHRM5 positive allosteric modulation | AID 624038 | CHO-K1 hM5, Fluo-8 calcium, ACh EC20 PAM; 0% = ACh EC20, 100% = ACh EC100 | actives 0.3% (n = 360,000) | activation, % at 3 µM;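 active = activation above the run cutoff, the mean activation of all test compounds plus 3 SD, cut at about 18% in these data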
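Replicates: One well per compound, no replicates | System: Human M5 receptor in CHO-K1 cells | Benchmarks: Low control EC20 acetylcholine (0%), high control EC100 acetylcholine (100%) | Probe or stimulus: Acetylcholine, EC20 level | Times: Fluo-8 loading 80 min at 37 °C plus 30 min room temperature | Signal: Intracellular calcium via Fluo-8 fluorescence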
Numbers without * were called inactive. Not a hit list; any-hit rate near 2.7%.

SMILES	CHO-K1 Ca antag	CHRM4 PAM	M1 PAM parental	M4 antag	M4 ag	CHRM5 antagonist	M1 ag parental	CHRM5 agonist	M5 PAM
Cc1ccc(S(=O)(=O)c2nc(NC3CCS(=O)(=O)C3)sc2Cl)cc1 (centres undefined)	-5	-4	20	1	2	-7	0.8	-2	-5
CCCc1cc(=O)[nH]c2nnc(SCC(=O)Nc3ccc(NC(C)=O)cc3)n12	-4	4	14	-4	-1	13	0.7	1	-2
CSc1nc(NCC(C)C)nc(N2CCOCC2)n1	5	4	10	2	-2	0	0.5	0	3
CN1CCC(N(C)C(=O)Cc2ccccc2[N+](=O)[O-])CC1	6	-4	-19	10	1	3	0.1	-3	-4
CC(=O)c1c(O)c(C)c(O)c2c1OC1=CC(=O)C(C(C)=O)C(=O)[C@@]12C (some centres undefined)	18	0	-9	-15	2	-7	1.1	-3	10
Cc1cccc(N2CC(C(=O)OCC(=O)c3ccc(OC(=O)c4cccs4)cc3)CC2=O)c1C (centres undefined)	15	-15	-5	21	12	11	5.1	-2	-14
C[C@H]1CN([C@@H](C)CO)C(=O)c2cc(Br)cnc2O[C@@H]1CN(C)S(=O)(=O)c1ccccc1	1	6	-11	-7	2	10	0.5	1	-2
O=C(O)c1ccccc1N=Cc1c(O)n(-c2nccs2)c(=O)c2ccccc12	-13	24	-10	17	-2	3	-0.6	1	3
CCN(Cc1ccccc1)C(=O)CCS(=O)(=O)c1ccc2c(c1)oc(=O)n2C	-21	11	8	-12	-1	-3	0.3	-2	9
CN(C)c1nnnn1Cc1ccccc1	9	-3	-4	3	1	-3	-0.2	-1	-6
COc1ccc(NC(=O)CSc2nnc(-c3ccoc3C)n2CC2CCCO2)cc1 (centres undefined)	-4	-1	4	10	0	13	0.1	-4	-13
Cc1ccc(-c2[nH]c3ccccc3c2SCCN)cc1	6	-10	9	4	6	-1	11	1	5
CC(C)n1nnnc1C(c1ccc(F)cc1)N1CCN(C2CCCC2)CC1 (centres undefined)	-20	13	21	-2	0	-6	0.5	-5	0
COc1ccc(-c2nnc(SCC(=O)NCc3ccco3)o2)cc1	-7	1	-2	5	1	2	0.1	1	4
CCOc1ccc(N2C(=O)CC(N3CCN(C4CCc5ccccc5C4)CC3)C2=O)cc1 (centres undefined)	-3	3	6	6	-1	-5	-0.5	-3	0
O=C(NCCCn1ccnc1)c1cc2c(s1)CCCC2	7	-5	-3	10	1	8	0.9	-7	5
O=C(CCCNS(=O)(=O)c1cccc2nsnc12)NCc1ccccc1	-1	-4	8	3	2	-4	0.3	0	-3
CCOc1ccc(C2NC(=O)NC(C)=C2[N+](=O)[O-])cc1OC (centres undefined)	-10	22	7	-3	0	2	0.5	3	7
O=C(NC(=S)Nc1ccc(N2CCOCC2)cc1)c1cncc(Br)c1	-8	1	5	-5	1	-10	0.6	0	-5
O=S(=O)(/C=C/c1ccccc1)c1ccccc1	-6	13	-3	6	0	-5	0.1	-3	5
COc1cccc(-c2nc3ccccc3c(=O)n2NC(=O)c2cccnc2Cl)c1	-7	1	20	9	1	0	0.9	2	1
O=C(CCCn1c(SCC(=O)c2ccc(F)cc2)nc2ccccc2c1=O)NCc1ccco1	-5	-3	12	-5	1	1	0.3	-2	-3
Nc1c2nc(-c3ccccc3Cl)[nH]c(=O)c2nc(=O)n1-c1ccccc1	-15	4	25	-11	0	7	0.9	-3	-6
Cc1onc(-c2ccccc2)c1C(=O)NC(CC(=O)O)c1ccc(OC(C)C)cc1 (centres undefined)	-4	-8	9	-4	8	9	1.5	-3	-25
CCC1=NN2C(=N)/C(=C\c3cccn3-c3cccc(Cl)c3)C(=O)N=C2S1	-10	2	9	7	0	4	0.1	-2	0
CC(C)C(NS(=O)(=O)c1ccccc1)C(=O)N1CCN(C(=O)c2ccco2)CC1 (centres undefined)	-7	-4	15	1	1	1	0.9	-3	1
COc1cccc(N(CC(=O)NCCSc2ccccn2)S(=O)(=O)c2ccccc2)c1	8	-10	-10	-9	18	13	3.8	0	-8
COc1cccc(CN=C2Nc3ccccc3CS2)c1	-8	4	18	5	0	0	2.4	-1	2
CCC(=O)Nc1ccc(C(=O)N/N=C/c2ccccc2[N+](=O)[O-])cc1	2	-4	8	10	1	4	9.4	-4	-10
Cc1ccc(S(=O)(=O)N2CCN(C(C)C)CC2)cc1	0	-3	12	3	2	9	0.2	-9	-1
CN(CC(=O)Oc1ccc(-c2nnco2)cc1)S(=O)(=O)c1ccc(F)cc1	3	4	26	-3	1	6	0.9	1	-6
CN(C)CCCN(C(=O)c1ccc(S(=O)(=O)N(C)Cc2ccccc2)cc1)c1nc2c(F)cccc2s1	0	3	0	-10	5	-9	0.3	-9	-15
O=C(O)CCCC(=O)N1CCc2cc(S(=O)(=O)NCc3ccccc3)ccc21	-4	-1	14	8	1	11	0.0	-1	-5
CCOc1ccccc1C1N(c2ccc(OC)cc2)C(=O)C2CCCN21 (centres undefined)	0	1	10	-3	0	1	0.2	1	0
Cc1cc(-c2ccc(S(=O)(=O)N(C)c3ccc(C)c(C)c3)s2)on1	-12	-9	-11	8	6	13	1.8	0	-6
CC(O)CNc1nc2sc3c(c2c(=O)n1CCc1ccccc1)CCCCC3 (centres undefined)	-3	-3	19	-4	7	-4	1.3	0	-4
Cc1cccc(Cn2c(SCCN3CCOCC3)nc3c2c(=O)n(C)c(=O)n3C)c1	-5	-1	13	-6	1	-2	0.7	1	5
C[C@H]1COc2cc(N3CCC[C@H]3CO)ccc2S(=O)(=O)N1	-23	12	17	-15	2	-1	0.6	0	11
CCCN(C(=O)c1cc(Cl)nc2ccccc12)c1c(N)n(Cc2ccccc2)c(=O)[nH]c1=O	-14	5	15	0	2	13	1.1	0	9
O=C(C1CCC1)N1CCc2cc(S(=O)(=O)NCc3cccnc3)ccc21	-4	-3	21	3	5	5	4.2	1	-4

Rewritten with values under each structure: 13 of the compounds above
Values run as follows: CHO-K1 Ca antag	CHRM4 PAM	M1 PAM parental	M4 antag	M4 ag	CHRM5 antagonist	M1 ag parental	CHRM5 agonist	M5 PAM
Cc1ccc(S(=O)(=O)c2nc(NC3CCS(=O)(=O)C3)sc2Cl)cc1 (centres undefined)
 : -5	-4	20	1	2	-7	0.8	-2	-5
CCCc1cc(=O)[nH]c2nnc(SCC(=O)Nc3ccc(NC(C)=O)cc3)n12
 : -4	4	14	-4	-1	13	0.7	1	-2
CSc1nc(NCC(C)C)nc(N2CCOCC2)n1
 : 5	4	10	2	-2	0	0.5	0	3
CN1CCC(N(C)C(=O)Cc2ccccc2[N+](=O)[O-])CC1
 : 6	-4	-19	10	1	3	0.1	-3	-4
CC(=O)c1c(O)c(C)c(O)c2c1OC1=CC(=O)C(C(C)=O)C(=O)[C@@]12C (some centres undefined)
 : 18	0	-9	-15	2	-7	1.1	-3	10
Cc1cccc(N2CC(C(=O)OCC(=O)c3ccc(OC(=O)c4cccs4)cc3)CC2=O)c1C (centres undefined)
 : 15	-15	-5	21	12	11	5.1	-2	-14
C[C@H]1CN([C@@H](C)CO)C(=O)c2cc(Br)cnc2O[C@@H]1CN(C)S(=O)(=O)c1ccccc1
 : 1	6	-11	-7	2	10	0.5	1	-2
O=C(O)c1ccccc1N=Cc1c(O)n(-c2nccs2)c(=O)c2ccccc12
 : -13	24	-10	17	-2	3	-0.6	1	3
CCN(Cc1ccccc1)C(=O)CCS(=O)(=O)c1ccc2c(c1)oc(=O)n2C
 : -21	11	8	-12	-1	-3	0.3	-2	9
CN(C)c1nnnn1Cc1ccccc1
 : 9	-3	-4	3	1	-3	-0.2	-1	-6
COc1ccc(NC(=O)CSc2nnc(-c3ccoc3C)n2CC2CCCO2)cc1 (centres undefined)
 : -4	-1	4	10	0	13	0.1	-4	-13
Cc1ccc(-c2[nH]c3ccccc3c2SCCN)cc1
 : 6	-10	9	4	6	-1	11	1	5
CC(C)n1nnnc1C(c1ccc(F)cc1)N1CCN(C2CCCC2)CC1 (centres undefined)
 : -20	13	21	-2	0	-6	0.5	-5	0

Later entries.
SMILES	CHO-K1 Ca antag	CHRM4 PAM	M1 PAM parental	M4 antag	M4 ag	CHRM5 antagonist	M1 ag parental	CHRM5 agonist	M5 PAM
S=C(NCCCN1CCN(CCCNC(=S)NC2CCCCC2)CC1)NC1CCCCC1	-3	-3	11	-4	2	14	0.6	-9	5
COc1ccccc1N1CCN(C2=NS(=O)(=O)c3ccccc32)CC1	14	7	-2	7	7	0	1.6	4	-3
OC1=C(O)c2nc3ccccc3nc21	-4	-2	6	-3	2	3	0.3	1	2
O=C(COC(=O)Cc1ccccc1F)Nc1cccc(F)c1	-17	4	11	-5	1	6	2.6	-1	0
CCOC(=O)c1ccc(NC(=O)CSc2ccc(-c3ccccn3)nn2)cc1	9	10	-2	0	2	0	0.4	-3	6
Cc1[nH]c2ccccc2c1C(=O)C(=O)NCC1CCCO1 (centres undefined)	-13	3	16	0	0	7	0.6	-3	5
O=[N+]([O-])c1ccc(O)c(C=NN2CCCCC2)c1	-9	2	12	-14	2	-6	2.5	3	-1
COc1ccc(C2(C(=O)NC(C)C)CCCC2)cc1OC	-4	1	16	14	0	5	0.1	0	-3
O=C(c1ccccc1Oc1ccc(C(F)(F)F)cc1[N+](=O)[O-])N1CCOCC1	12	-2	-12	3	2	1	0.7	0	-4
CCCOc1ccc(C(C)=O)cc1CC(C(N)=O)C(N)=O	-12	19	18	-7	1	-4	0.2	0	5
